Integrin act MD = qHTS for Activators of Integrin-Mediated Alleviation for Muscular Dystrophy. alpha7betagal myoblasts, beta-gal FDG fluorescence, 48 h. Potency, µM (titrated, usually from 38.3 µM), for the others: at the highest dose activation, hits mostly activators. 350,000 compounds, 0.064% hits. AID 624291, 2012;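 also: potency is read from the fitted curve at half-maximal effect; 100% = response of the positive control SU9516; nearly all actives have a fitted effect of over 60% in size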
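alpha7betagal+/- myoblasts (passage 13, 250/well) treated 48 h at 37C with compounds at 1:260 dilution of DMSO stock. Lysed, then beta-galactosidase activity read as FDG fluorescence (ex 480/em 540) after 30 min, with pre-read for autofluorescence.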
uPA surface inh = qHTS for Inhibitors of Cell Surface uPA Generation; cell surface uPA generation assay, qHTS; Potency, µM (top dose mostly 38.3 µM), for the others: at the highest dose activity change, negative = inhibition, hits mostly inhibitors; 330,000 compounds, 0.31% hits; AID 540303, 2011; active = well fitted inhibition curve with a large enough effect; inconclusive = small, poorly fitted or top-dose-only effect; inactive = no such curve, though single readings can be large or run the other way; tested in mouse RAW 264.7 cells; also: potency is read from the fitted curve at half-maximal effect; % is scaled to controls: 0 for no effect and ±100 for the full control effect; nearly all actives have a fitted effect of over 55% in size
TRPV1 ag = HTS Assay for Compounds that Act as Agonists of the Vanilloid Receptor 1; TRPV1-expressing cells, Fluo-8 calcium influx, agonist mode; 320,000 compounds, 0.19% hits; activation, % at 8.33 µM; AID 540275, 2011; in the data active = activation above about 80%; inconclusive = between about 30% and that limit; also: 0% is about no effect
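TRPV1-expressing cells were cultured overnight at 35.5C and loaded with Fluo-8 calcium dye for 40 to 90 min at room temperature. After a 10 s baseline, compound was added and calcium influx was read kinetically for 3 min (ex 480/em 520 nm).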
p53 reactivator = qHTS assay for re-activators of p53 using a Luc reporter; H1299 p53-A138V BP100-luciferase reporter, luminescence, 24 h; Potency, µM (doses to about 92.2 µM), for the others: at the top dose activity change, positive = activation, usual class: activators; 320,000 compounds, 0.063% hits; also: potency is read from the fitted curve at half-maximal effect; % of control where 0% means no effect; nearly all actives have a fitted effect of over 45% in size
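H1299 (p53-null), stable ts p53-A138V + BP100-Luc; 1000 cells/well, Opti-MEM/10% FBS; cpd 4 pt, 1:5; 24 h, 37 deg C, 5% CO2; detection reagent 10 min RT; luminescence.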
USP2a inh = qHTS Assay for Inhibitors of Ubiquitin-specific Protease USP2a Using CHOP2 as the Reporter; Ubiquitin carboxyl-terminal hydrolase 2 (Homo sapiens), O75604; USP2 core, Ub-CHOP2 coupled fluorogenic reporter, 485/531; Potency, µM (titrated, usually from 38.3 µM), inactives show at the highest dose activity change, negative = inhibition, hits mostly inhibitors; 330,000 compounds, 0.01% hits; AID 463254, 2010;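 also: potency is read from the fitted curve at half-maximal effect; plate controls were DMSO wells for no effect and full inhibition by NEM control for full effect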
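Deubiquitinase activity read as fluorescence (485/531 nm) after Ub-CHOP2 cleavage activates the enterokinase reporter on its substrate; USP2 core 10nM, Ub-CHOP2 and substrate 25nM each, 30min compound preincubation then 60min RT; data normalized to NEM, curves fitted.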
B2AR arrestin = qHTS assay of beta-arrestin-biased ligands of beta2-adrenergic receptor; Potency, µM (top dose mostly 46.1 µM), inactives show at the top dose activation, most hits filed as activators; beta-arrestin recruitment to beta2AR, cell-based reporter; 330,000 compounds, 0.02% hits;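 also: potency is read from the fitted curve at half-maximal effect; 0% = DMSO controls and full agonism = EC100 isoproterenol or metaproterenol; nearly all actives have a fitted effect of over 65% in size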
ELG1 genotoxic = qHTS screen for small molecules that induce genotoxicity in human embryonic kidney (HEK293T) cells expressing luciferase-tagged ELG1; HEK293T ELG1-luciferase reporter, luminescence, 16 h; Potency, µM (titrated, usually from 46 µM), inactives show at the highest dose activity change, positive = activation, actives largely listed as activators; 330,000 compounds, 1.3% hits; AID 504466, 2011; also: potency is read from the fitted curve at half-maximal effect; % of control where 0% means no effect; nearly all actives have a fitted effect of over 60% in size
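Step 1: seed 2,000 HEK293T ELG1-luciferase cells per well. Step 2: add compound or DMSO, incubate 16 hr at 37 °C. Step 3: ONE-Glo, 30 min at room temperature, read luminescence.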
PTAP TSG101 blk = qHTS Assay for Iinhibitors of HIV-1 Budding by Blocking the Interaction of PTAP/TSG101; Tumor susceptibility gene 101 protein (Homo sapiens), Q99816; Fluorescence polarization, FITC-PTAP peptide / Tsg101 binding; Potency, µM (highest dose often 115 µM), for the others: at the highest dose activity change, negative = inhibition, hits mostly inhibitors; 340,000 tested, under 10 active; AID 493005, 2010; active = well fitted inhibition curve with a large enough effect in the main read-out, with a control signal flat, not every such curve was filed as active; inconclusive = small, poorly fitted or top-dose-only effect, or effect the other way, or a change in a side signal; inactive = no such curve, though single readings can be large or run the other way; also: potency is read from the fitted curve at half-maximal effect; % of control where 0% means no effect
Target sequence (Q99816 whole entry, looked up): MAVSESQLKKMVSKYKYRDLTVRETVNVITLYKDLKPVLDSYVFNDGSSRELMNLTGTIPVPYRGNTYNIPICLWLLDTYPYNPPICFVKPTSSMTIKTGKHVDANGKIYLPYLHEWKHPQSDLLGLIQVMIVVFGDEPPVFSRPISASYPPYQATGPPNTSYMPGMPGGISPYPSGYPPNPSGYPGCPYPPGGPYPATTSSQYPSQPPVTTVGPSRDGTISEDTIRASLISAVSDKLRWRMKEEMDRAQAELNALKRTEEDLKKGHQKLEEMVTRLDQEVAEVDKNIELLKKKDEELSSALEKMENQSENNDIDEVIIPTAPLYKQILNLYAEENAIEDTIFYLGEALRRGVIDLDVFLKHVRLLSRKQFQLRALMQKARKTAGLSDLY
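Steps: Tsg101 binding domain dispensed (10 uM final), compounds pinned in DMSO, FITC-labeled PTAP-motif peptide added (50 nM final); after 20 min binding at room temperature, polarization measured.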
Eya2 inh = qHTS Assay for Inhibitors of the Phosphatase Activity of Eya2. Protein phosphatase EYA2 (Homo sapiens), O00167. recombinant Eya2, OMFP fluorescence dephosphorylation (OMFP is methylfluorescein phosphate). Potency, µM (titrated, usually from 76.9 µM), for inactives: at the top dose activity, negative = inhibition, hits mostly inhibitors. 330,000 compounds, 0.006% hits; also: potency is read from the fitted curve at half-maximal effect; % is scaled to controls: 0 for no effect and ±100 for the full control effect
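Eya2 protein (added as 0.2 uM solution) was preincubated with compound for 10 min at ambient temperature in 50 mM HEPES pH 7.5, 50 mM NaCl, 5 uM MgCl2, 0.05% BSA, 1 mM DTT. OMFP (added at 50 uM) then reacted 10 min; fluorescence read at 485/525 nm.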
BRCA1 expr up = qHTS Assay to Identify Small Molecule Activators of BRCA1 Expression; 380,000 compounds, 1.1% hits; Potency, µM (highest dose often 46.1 µM), inactives show at the highest dose activation, usual class: activators; MCF7-BRCA1-FFLuc reporter, luminescence, 48 h; response scale: scaled: vehicle 0%, 10 µM genistein 100%; also: potency is read from the fitted curve at half-maximal effect; nearly all actives have a fitted effect of over 80% in size; some results filed as inactive show a strong effect at the top dose
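48 h compound treatment of MCF7-BRCA1-FFLuc cells (phenol-red free MEM, 37 °C), then 15 min with luciferase substrate and luminescence imaging.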
ASM inhibitor = Inhibitors of Secretory Acid Sphingomyelinase (S-ASM): qHTS | AID 504937, 2011 | 340,000 compounds, 0.006% hits | placental ASM, HMU-PC fluorogenic substrate, 60 min | Potency, µM (doses to about 57.5 µM), without a hit: at the top dose activity change, negative = inhibition, usual class: inhibitors; also: potency is read from the fitted curve at half-maximal effect
Target sequence (P17405 47-631 limits assumed): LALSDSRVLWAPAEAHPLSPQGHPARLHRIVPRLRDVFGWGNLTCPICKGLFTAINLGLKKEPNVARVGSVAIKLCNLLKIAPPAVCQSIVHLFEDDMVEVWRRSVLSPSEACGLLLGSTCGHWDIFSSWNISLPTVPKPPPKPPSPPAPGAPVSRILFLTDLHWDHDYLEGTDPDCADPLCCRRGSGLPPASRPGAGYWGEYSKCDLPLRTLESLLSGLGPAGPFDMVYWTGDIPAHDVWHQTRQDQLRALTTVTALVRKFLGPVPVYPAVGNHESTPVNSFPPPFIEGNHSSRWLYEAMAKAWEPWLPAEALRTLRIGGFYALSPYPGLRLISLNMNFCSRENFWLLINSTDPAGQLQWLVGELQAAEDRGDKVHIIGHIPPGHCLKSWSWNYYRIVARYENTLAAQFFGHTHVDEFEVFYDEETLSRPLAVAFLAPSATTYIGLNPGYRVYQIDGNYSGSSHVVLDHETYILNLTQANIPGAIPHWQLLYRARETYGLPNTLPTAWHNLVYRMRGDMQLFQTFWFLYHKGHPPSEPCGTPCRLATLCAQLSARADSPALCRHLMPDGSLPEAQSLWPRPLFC
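Human placenta-derived ASM preincubated with compound 10 min at room temperature, then reacted with 9 uM (final) fluorogenic HMU-PC substrate for 60 min at 37 C. Stop solution raises pH to 10; fluorescence read at Ex 386/Em 447 nm.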
* marks the source's active call; other numbers are inactive results; i = inactive; ? = inconclusive; nt = not tested or not shown; & = joins results of further samples; [ ] = dose if it differs, or a comment. Unless noted, calls follow the shape of the dose curve; as a rule, active = well fitted curve in the direction sought with a large enough effect; inconclusive = small, poorly fitted or top-dose-only effect, or another doubt; inactive = no such curve, though single readings can be large; an effect the other way counts as inactive or inconclusive.

Each structure is followed by: ELG1 genotoxic | TRPV1 ag | BRCA1 expr up | ASM inhibitor | USP2a inh | B2AR arrestin | p53 reactivator | uPA surface inh | PTAP TSG101 blk | Integrin act MD | Eya2 inh
S=C(N/N=C/c1cccc2ccccc12)Nc1cccc(Cl)c1
    0.7% | -0.6 | -42.9% | -3.2% | -1.5% | -0.1% | -0.4% | -16.4% | -0.3% | 2.3% | ?
Cc1cc(C)cc(NC(=O)N2CCN(C/C=C/c3ccccc3)CC2)c1
    -1.8% | 11.0 | 2.1% | -1.8% | -4.3% | 0.4% | 9.7% | -7.2% | -4.3% | -2.2% | -2.8%
CCOC(=O)N1CCC(=NNC(=O)NC2CCCCC2)CC1
    4.3% | -0.2 | 15.8% | -3.1% | 8.6% | -0.2% | 11.2% | 0.3% | -1.4% | -23.7% | 9.3%
COc1ccc(C(=O)Nn2c(CC(C)C)nc3cc(Cl)ccc3c2=O)c(OC)c1
    -2.7% | 7.2 | -22.7% | -9.2% | -0.3% | -0.1% | nt | 0.8% | -1.3% | -22.3% | -0.9%
Cc1ccc(NC(=S)N=Nc2c(O)n(C)c3ccc(S(=O)(=O)N4CCOCC4)cc23)cc1C
    -5.4% | 2.0 | -50.0% | -6.9% | -0.9% | -0.4% | 6.9% | -5.5% | -3.2% | -14.7% | -14.9%
CCNc1nc(Cl)nc(NCc2ccccc2)n1
    ? | 0.1 | -2.3% | 2.4% | 4.1% | -0.7% | 0.9% | -0.8% | -3.7% | 25.5% | 4.6%
Cc1cc(CNC(=O)COc2ccc([N+](=O)[O-])cc2)c2ccccc2n1
    -6.7% | 3.3 | -25.5% | 2.1% | 1.9% | 0.0% | 2.3% | -1.5% | 0.8% | -12.6% | -5.8%
O=C(C1CCN(S(=O)(=O)c2ccc(F)cc2)CC1)N1CC=C(c2ccccc2)CC1
    -6.0% | 1.9 | -17.4% | -1.9% | 2.4% | -0.1% | -1.4% | 3.3% | 1.5% | 15.2% | -16.1%
Cc1cccc(N2CCN(CC(O)COCc3cccs3)CC2)c1C (stereo not drawn)
    -0.4% | 0.5 | -13.6% | 2.8% | 0.5% | -1.9% | -10.7% | 11.4% | 0.6% | 5.0% | -6.2%
CCCCSc1ncc(C(=O)OCC)c(N)n1
    ? | ? | 3.55µM* | -0.8% | 2.0% | -0.2% | ? | 1.0% | -0.1% | 19.7% | -11.8%
CCOc1ccc(NC(=O)COc2ccccc2)c([N+](=O)[O-])c1
    ? | -7.9 | ? | -6.7% | 7.2% | -0.6% | 4.2% | 2.1% | -0.1% | -5.1% | -4.4%
Cc1onc(-c2ccccc2)c1C(=O)Nc1ccccc1N1CCOCC1
    -2.5% | 10.8 | -29.3% | -4.2% | 1.5% | 0.2% | -12.6% | -1.4% | -5.0% | -16.7% | 2.0%
Cc1ccc(NC(=O)CN2CCN(C(=O)c3ccco3)CC2)cc1
    0.0% | -4.4 | -2.4% | 1.2% | 2.4% | -0.2% | -0.6% | 1.0% | -2.4% | -9.5% | 3.0%
CCCNC(=O)/C(C#N)=C1\N=C(NC(=O)c2cccs2)c2ccccc21
    0.3% | 1.6 | -45.4% | 11.1% | 1.2% | 0.0% | 15.1% | -0.7% | -2.7% | -14.5% | -8.0%
CNC(=S)NNC(=O)c1sccc1OCc1ccc(Cl)cc1Cl
    -3.6% | 0.9 | -14.9% | 5.5% | 3.3% | -1.1% | -0.2% | nt | -4.0% | 18.2% | 5.9%
Cc1ccc(NC(=S)/C(=C(\[O-])c2ccc(C)c([N+](=O)[O-])c2)[n+]2ccccc2)cc1C
    ? | 5.6 | nt | nt | -4.6% | -1.9% | ? | nt | nt | nt | 21.2%
NC(=O)C1CCN(C(=O)CSc2nc3c(c(-c4ccccc4)n2)CCCC3)CC1
    -8.3% | 1.1 | -7.6% | -0.2% | 3.4% | -0.1% | -8.0% | -2.0% | -6.5% | -23.1% | 7.9%
C=CCn1c(SCC(=O)NCC(=O)OCC)nnc1-c1ccccn1
    0.5% | 1.0 | 0.2% | 4.2% | 0.5% | -0.8% | 13.6% | nt | -0.1% | 8.7% | 6.2%
O=C(Nc1ccc[n+](CC(=O)c2cccc3ccccc23)c1)c1ccccc1
    -4.9% | -5.1 | -107.4%[inhibitor] | -5.2% | -0.6% | -0.2% | 2.3% | -4.5% | 0.5% | -42.3% | 2.2%
CCCSc1nc(C)c(C(C)=O)cc1C#N
    19.7% | 0.3 | -1.4% | -1.0% | -0.5% | 0.2% | -4.2% | -6.6% | 0.5% | -16.0% | 19.6%
CCN(CC(=O)Nc1ccccc1C(F)(F)F)C(=O)C1=COCCO1
    0.2% | -0.7 | -15.6% | 0.1% | -0.6% | 0.3% | 1.6% | -2.7% | 0.2% | -18.3% | 10.0%
Cc1ccc(OCCCCCN2CCOCC2)c(Cl)c1
    nt | nt | 93.6% | 0.7% | nt | nt | nt | 2.1% | -5.7% | -16.6% | nt
Cc1ccccc1NC(=O)c1ccccc1O
    -3.1% | 3.7 | 73.0% | -3.4% | -1.6% | 0.0% | ? | -0.1% | nt | 11.4% | -32.1%
Cc1ccc(S(=O)(=O)CCC(=O)Oc2ccc3c(C)cc(=O)oc3c2)cc1
    0.3% | -0.7 | 13.3% | i | -0.6% | -0.3% | -2.8% | 5.2% | -1.1% | -7.5% | 21.1%
CN(C)CCNC(=O)/C(=C/c1ccc(-c2cccc([N+](=O)[O-])c2)o1)NC(=O)c1ccccc1
    -1.7% | -3.1 | 5.7% | -1.4% | 2.4% | 0.4% | -12.1% | 2.0% | -0.7% | -37.2% | -3.4%
Cc1ccc(CN2C(=O)C(CC(C)C)Nc3ncnc(N4CCOCC4)c32)cc1 (stereo not drawn)
    -0.2% | nt | 0.0%&-4.4% | 1.9% | 6.2% | 0.2% | 0.7% | 0.8% | -2.7% | -9.0% | -0.8%
O=C(c1noc2c1CCCC2)N1CCC(CO)(Cc2ccccc2Cl)CC1
    -9.2% | 18.5 | -14.2% | -0.2% | 1.2% | -0.2% | -0.9% | 2.3% | 0.1% | 5.3% | 10.5%
CCn1c2ccccc2c2cc(NC(=O)Cc3ccc(S(=O)(=O)N4CCOCC4)s3)ccc21
    -7.8% | 0.5 | -7.9% | -0.7% | -1.5% | -0.2% | -1.5% | -8.3% | -3.0% | -29.1% | -0.3%
Cc1ccc(OCC(=O)Nc2ccccc2C(=O)NC2CC2)cc1
    -2.2% | 18.2 | -4.9% | 0.0% | 0.9% | -3.9% | 3.9% | -5.6% | -3.2% | -1.1% | -3.1%
CCCCC(=O)Nc1nc(C)c(-c2csc(Nc3cc(OC)ccc3OC)n2)s1
    0.5% | 3.6 | -43.5% | 3.2% | -2.5% | -0.2% | -14.0% | -20.8% | -3.0% | -14.7% | -2.5%
CC1CN(S(=O)(=O)c2ccc(C(=O)Nc3ccc(S(=O)(=O)Nc4ncccn4)cc3)cc2)CC(C)O1 (stereo not drawn)
    0.4% | 1.2 | 22.3% | -0.2% | 2.3% | -0.2% | 28.2% | -0.5% | -1.3% | 26.4% | 6.0%
CCN(CC1CCCO1)C(=O)c1cc(COc2ccc(F)cc2F)on1 (stereo not drawn)
    -2.1% | 10.7 | -18.0% | -1.7% | 0.3% | 0.2% | -4.3% | -2.5% | nt | 9.9% | 5.9%
Cn1c(N)c(C(=O)COC(=O)CCc2c[nH]c3ccccc23)c(=O)n(C)c1=O
    0.5% | 1.9 | -16.6% | -2.1% | 2.5% | -0.2% | 3.0% | -1.5% | -0.6% | -7.6% | -15.9%

Bioassay records deposited in PubChem by National Center for Advancing Translational Sciences (NCATS).
